GRK2 inh = inhibitors of human GRK2 displacing RNA aptamer; P25098; bead flow cytometry, FAM-aptamer displacement from GRK2; inhibition of aptamer binding, % at 10 µM; 0.59% of 330,000 active; AID 488847;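 active means inhibition of aptamer binding above 40%, roughly 3 SD of noise, on plates passing a quality check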;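 further: median bead fluorescence of bound FAM aptamer so fluorescent compounds give negative values; no value below 0 was filed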
HCV core dimer = blocks dimerization of HCV core protein; TR-FRET GST/Flag-core106 dimerization, 1536-well; inhibition, % at 5 µM; 0.33% of 300,000 active; AID 1899;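 active means inhibition above the mean of all tested compounds plus 3 SD, set per screening campaign, cut at about 45% in these data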
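Assay system: Tagged HCV core106 pair (GST and Flag) | Buffer or medium: KF-containing HEPES buffer, pH 7.45, DTT, CHAPS, BSA | Also added: Eu donor and XL665 acceptor anti-tag antibodies | Dosing: One concentration, 5 µM, in 0.5% DMSO | Timing: 4 h at 22.5 °C | Technique: TR-FRET 671 and 617 nm emission | Repeats: Singlicate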
procasp7 counter = activates human procaspase-7, counter-screen for procaspase-3 activators | recombinant procaspase-7, Ac-DEVD-pNA absorbance 405 nm; D23A/D198A/D206A triple mutant, cannot self-cleave; scale: DMSO 0, 5 µM enzyme 100 | P55210 | 0.093% of 330,000 active | activation, % at 8.5 µM;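 active means percent activation above the screen-wide mean plus 3 SD, cut at about 25% in these data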
Target sequence (P55210 whole entry D23A/D198A/D206A): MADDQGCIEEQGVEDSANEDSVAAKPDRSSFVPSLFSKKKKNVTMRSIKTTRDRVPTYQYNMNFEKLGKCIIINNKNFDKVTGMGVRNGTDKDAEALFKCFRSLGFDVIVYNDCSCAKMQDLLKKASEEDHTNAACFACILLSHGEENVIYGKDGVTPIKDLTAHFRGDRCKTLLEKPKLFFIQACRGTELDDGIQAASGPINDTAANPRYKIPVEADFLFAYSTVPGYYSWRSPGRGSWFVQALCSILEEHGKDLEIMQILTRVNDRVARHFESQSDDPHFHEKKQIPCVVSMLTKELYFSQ
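Assay system – Uncleavable procaspase-7 mutant enzyme · Quantity – 2 µM procaspase-7 mutant as dispensed · Times – 1 h preincubation, 2 h reaction · Dosing – single nominal 8.5 µM compound dose, 0.8% DMSO final · Buffer or medium – Zinc-free 50 mM HEPES buffer, pH 7.4, with NaCl and Triton X-100 · Detection – Epi-absorbance of released pNA at 405 nm, two timepoints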
GASC-1 inh = inhibitors of human GASC-1 (JMJD2C) demethylase; Q9H3R0; 0.069% of 330,000 active; inhibition, % at 2.35 µM; GST-JMJD2C(1-420) H3K9me3 demethylation, DELFIA europium;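 active means more than half of a compound's replicate wells show inhibition beyond 50%, single wells judged on their own value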;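 further: signal counts dimethyl H3K9 product captured on neutravidin plate; 0% = median of DMSO wells and 100% = 0.3 times that DMSO median; strong numbers were not always called active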
Target sequence (Q9H3R0 1-420 limits assumed): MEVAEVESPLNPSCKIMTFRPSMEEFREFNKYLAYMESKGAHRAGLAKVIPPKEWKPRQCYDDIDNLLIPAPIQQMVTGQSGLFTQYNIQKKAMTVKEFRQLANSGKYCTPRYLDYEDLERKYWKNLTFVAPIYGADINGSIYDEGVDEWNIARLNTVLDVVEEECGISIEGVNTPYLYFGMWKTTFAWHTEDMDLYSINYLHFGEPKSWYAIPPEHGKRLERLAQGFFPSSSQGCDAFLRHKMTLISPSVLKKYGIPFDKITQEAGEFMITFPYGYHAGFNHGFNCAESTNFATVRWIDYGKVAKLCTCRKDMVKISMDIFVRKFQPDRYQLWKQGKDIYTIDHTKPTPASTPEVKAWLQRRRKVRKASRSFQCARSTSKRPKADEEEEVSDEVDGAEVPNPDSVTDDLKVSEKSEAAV
VLA-4 inh = inhibition in a human VLA-4 binding assay | P13612 | VLA-4 expressing cells, ligand binding flow cytometry | inhibition, % (about 7 µM as worked out from the volumes in the protocol) | 0.2% of 330,000 active; in the data active means inhibition above about 50%
Fh CTSL1 inh = blocks F. hepatica cathepsin L1 in PFM18AAP counter-screen. inhibition, % at 5.96 µM. 0.49% of 300,000 active. recombinant F. hepatica cathepsin L1, Z-Leu-Arg-MCA fluorescence. AID 1906;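 active means inhibition above the mean of all tested compounds plus 3 SD, set per screening campaign, cut at about 17% in these data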;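 further: 0% = plate median of test compound wells and 100% = 1 µM Z-Phe-Ala-diazomethylketone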
proCasp3 act = activators of human procaspase-3 | P42574 | recombinant procaspase-3 D3A, Ac-DEVD-pNA absorbance 405 nm | activation, % at 8.5 µM | 0.11% of 330,000 active;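 active means activation above the mean of all tested compounds plus 3 SD, cut at about 21% in these data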;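 further: 0% = DMSO alone and 100% = DMSO wells spiked with extra 5 µM PC-3 D3A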
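material = Procaspase-3 D3A mutant | probe or stimulus = Ac-DEVD-pNA | compound = single dose, 8.5 µM nominal compound, 0.8% DMSO | timing = 1 h preincubation, 2 h reaction | measured by = 405 nm absorbance of p-nitroaniline, reads at 0 and 120 min | benchmarks = DMSO-only low control, 5 µM PC-3 D3A high control | repeats = singlicate, each compound tested once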
PP1 counter = PP1-alpha (human) inhibition in PP5 counter-screen | purified PP1alpha, OMFP fluorescence | 0.9% of 320,000 active | P62136 | inhibition, % at 6.7 µM;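 active means inhibition above the mean inhibition of all tested compounds plus 3 SD, computed separately for each screening campaign, cut at about 15% in these data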
Target sequence (P62136 whole entry, looked up): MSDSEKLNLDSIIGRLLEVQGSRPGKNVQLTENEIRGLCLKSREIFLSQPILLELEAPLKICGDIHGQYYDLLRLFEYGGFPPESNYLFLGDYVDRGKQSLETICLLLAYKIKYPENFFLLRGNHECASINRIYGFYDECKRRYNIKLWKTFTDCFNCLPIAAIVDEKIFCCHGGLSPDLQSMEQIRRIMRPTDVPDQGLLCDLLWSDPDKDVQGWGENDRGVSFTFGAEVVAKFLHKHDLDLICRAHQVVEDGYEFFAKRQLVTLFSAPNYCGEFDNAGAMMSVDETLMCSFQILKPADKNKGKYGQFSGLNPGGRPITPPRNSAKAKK
PP5 primary = inhibitors of human protein phosphatase 5 (PP5). P53041. purified PP5c, OMFP substrate fluorescence. inhibition, % at 6.7 µM. 0.18% of 320,000 active. AID 1987;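 active means inhibition above the campaign's mean inhibition across all tested compounds plus 3 SD, cut at about 9.5% in these data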;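 further: 0% = DMSO only and 100% = 100 µM cantharidin control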
* = called active by the depositor; i = inactive; · = no result given.

SMILES | GRK2 inh | HCV core dimer | procasp7 counter | GASC-1 inh | VLA-4 inh | Fh CTSL1 inh | proCasp3 act | PP1 counter | PP5 primary
CCOP(=O)(OCC)C(Nc1cccc([N+](=O)[O-])c1)c1ccc(OC)cc1 (centres undefined) | 1 | 2 | 4 | 51 | 1 | 0 | 11 | -3 | 2.1
CCCCn1c(SCc2cccc([N+](=O)[O-])c2)nc2ccsc2c1=O | 1 | 11 | 11 | 9 | 36 | 7 | 1 | 1 | -0.2
O=C(Nc1ccc(N2CCOCC2)c(Cl)c1)c1cc(F)c(F)cc1Cl | 1 | -7 | -2 | 10 | 16 | -1 | -2 | 2 | 3.6
CC1(C)C(c2ccccc2)=[N+]([O-])C2(CCCCC2=O)N1O (centres undefined) | 1 | -3 | 8 | 3 | 1 | 1 | 2 | -1 | 2.4
NC(=O)CNC(=O)[C@@H]1CC2(CC(c3cccc([N+](=O)[O-])c3)=NO2)CN1C(=O)c1ccccc1 (some centres undefined) | 0 | -15 | -12 | -50 | -15 | -1 | 8 | -2 | 6.0
O=C1CCCC(=NNC(=O)c2cc3ccccc3cc2O)C1 | 0 | · | -4 | 5 | -53 | · | 0 | · | ·
Cc1cccc(CCNC(=O)c2oc3c(C)c(C)ccc3c2C)n1 | 1 | 6 | 5 | 24 | 0 | -1 | 4 | 2 | 3.3
COc1ccc(-c2cc(C(F)(F)F)nc(SCCC(=O)Nc3cc(C)on3)n2)cc1 | 0 | 7 | 1 | 8 | -5 | -2 | -7 | -6 | -1.9
COc1cc(/C=N/NC(=O)c2cccnc2)ccc1OC(=O)c1cccc(Br)c1 | 0 | -2 | -3 | -9 | 10 | -2 | 2 | 2 | 2.5
Cc1ccnc(NC(=O)CN2C(=O)c3ccccc3C2=O)c1 | 0 | 1 | 3 | 4 | 10 | -2 | 2 | 1 | 2.9
CC(c1ccco1)N(C(=O)c1cccc(S(=O)(=O)N(C)C)c1)c1ccccn1 (centres undefined) | 1 | 0 | -10 | -3 | 0 | -1 | -5 | -3 | 2.3
CC(C)C(=O)N1CCN(c2ccccc2NC(=S)NC(=O)Cc2ccccc2)CC1 | 3 | 18 | 1 | 2 | -2 | 4 | -4 | -1 | 1.0
CCc1ccc(NC(=O)CSc2nnc(C3CC3)n2CC2CCCO2)cc1 (centres undefined) | 0 | 4 | 0 | 2 | 2 | 0 | 0 | 1 | 2.5
CN(CCc1ccccn1)C(=O)Nc1cc(Cl)cc(Cl)c1 | 0 | -2 | 7 | -9 | 25 | 7 | 7 | -3 | 1.3
O=C(Cc1ccc(Br)cc1)N1CCN(C(=O)c2ccccc2)CC1 | 2 | · | 0 | 5 | -4 | · | -3 | 0 | 2.4
CN(c1ccccc1)S(=O)(=O)c1cccc(NC(=O)CSc2nnc(C3CC3)n2C)c1 | 1 | · | 5 | -1 | -18 | · | -2 | -3 | -0.3
O=C(Cc1noc2ccccc12)Nc1ccccn1 | 0 | -10 | 7 | -2 | -18 | 1 | 13 | 0 | 0.6
CCC1=NN(C(=O)Cc2ccc([N+](=O)[O-])cc2)C(O)(C(C)(C)C)C1 (centres undefined) | 3 | -9 | 0 | 11 | 58* | -2 | -4 | 1 | 2.3
CCCCCCCNC(=O)C1(CC2CC(c3cccc(Br)c3)=NO2)CCN(C(=O)c2ccccc2)CC1 (centres undefined) | 0 | 14 | 6 | 5 | 27 | -1 | 11 | 9 | 0.8
COc1ccc(/C=C/C(=O)Nc2ccc(C(N)=O)cc2)cc1OC | 0 | -5 | 3 | 2 | -8 | 8 | 0 | -2 | 0.6
CC(=O)n1nc(-c2ccccc2)nc1NCc1cccs1 | 0 | -6 | 5 | 5 | 3 | -3 | 2 | 2 | 3.4
COc1ccc(CCNC(=O)CSc2n[nH]c(N)n2)cc1OC | 0 | -5 | 8 | 3 | -4 | 0 | -7 | -3 | 0.6
CC(=O)C1=C(O)C(=O)N(CCCn2ccnc2)C1c1ccc(Cl)cc1 (centres undefined) | 4 | -2 | 1 | 4 | 1 | 1 | 8 | -3 | 0.1
Cc1ccc(C(=O)COC(=O)c2ccccc2NC(=O)c2ccccc2)cc1[N+](=O)[O-] | 1 | 19 | 4 | 7 | 28 | 1 | 3 | 3 | 1.1
Cc1c(C(=O)O)sc2nc(CSc3ncc(C(F)(F)F)cc3Cl)[nH]c(=O)c12 | 39 | 2 | 10 | 4 | 5 | 1 | -8 | -3 | -1.4
CC(=O)c1ccccc1NC(=O)CCCNC(=O)c1ccc(Cl)cc1 | 0 | -7 | 2 | -12 | 11 | 0 | 5 | 5 | 2.1
O=C(O)CCn1cc(C2CC(c3ccccc3)=NN2c2ccccc2)c(-c2ccccc2)n1 (centres undefined) | 1 | 22 | 6 | -11 | 10 | 6 | -2 | 15* | 6.3
CN(C)S(=O)(=O)c1ccc(NC(=O)COC(=O)c2ccccn2)cc1 | 3 | -1 | 2 | -1 | 15 | -8 | -4 | -4 | -0.8
CSc1nnc(SCC(=O)NC(=O)c2ccccc2)s1 | 2 | 3 | 5 | 10 | -3 | 3 | -2 | -10 | -0.5
COc1ccc(S(=O)(=O)N2CCOC23CCN(C(=O)c2ccc(Cl)cc2Cl)CC3)cc1 | 0 | 6 | -5 | 15 | 2 | -3 | 5 | -2 | 0.8

An excerpt from above in order of length of the SMILES, ascending.
SMILES | GRK2 inh | HCV core dimer | procasp7 counter | GASC-1 inh | VLA-4 inh | Fh CTSL1 inh | proCasp3 act | PP1 counter | PP5 primary
CSc1nnc(SCC(=O)NC(=O)c2ccccc2)s1 | 2 | 3 | 5 | 10 | -3 | 3 | -2 | -10 | -0.5
CC(=O)n1nc(-c2ccccc2)nc1NCc1cccs1 | 0 | -6 | 5 | 5 | 3 | -3 | 2 | 2 | 3.4
COc1ccc(CCNC(=O)CSc2n[nH]c(N)n2)cc1OC | 0 | -5 | 8 | 3 | -4 | 0 | -7 | -3 | 0.6
CC(=O)c1ccccc1NC(=O)CCCNC(=O)c1ccc(Cl)cc1 | 0 | -7 | 2 | -12 | 11 | 0 | 5 | 5 | 2.1
CN(C)S(=O)(=O)c1ccc(NC(=O)COC(=O)c2ccccn2)cc1 | 3 | -1 | 2 | -1 | 15 | -8 | -4 | -4 | -0.8
CCC1=NN(C(=O)Cc2ccc([N+](=O)[O-])cc2)C(O)(C(C)(C)C)C1 (centres undefined) | 3 | -9 | 0 | 11 | 58* | -2 | -4 | 1 | 2.3
O=C(O)CCn1cc(C2CC(c3ccccc3)=NN2c2ccccc2)c(-c2ccccc2)n1 (centres undefined) | 1 | 22 | 6 | -11 | 10 | 6 | -2 | 15* | 6.3
COc1ccc(S(=O)(=O)N2CCOC23CCN(C(=O)c2ccc(Cl)cc2Cl)CC3)cc1 | 0 | 6 | -5 | 15 | 2 | -3 | 5 | -2 | 0.8
Cc1ccc(C(=O)COC(=O)c2ccccc2NC(=O)c2ccccc2)cc1[N+](=O)[O-] | 1 | 19 | 4 | 7 | 28 | 1 | 3 | 3 | 1.1
CCCCCCCNC(=O)C1(CC2CC(c3cccc(Br)c3)=NO2)CCN(C(=O)c2ccccc2)CC1 (centres undefined) | 0 | 14 | 6 | 5 | 27 | -1 | 11 | 9 | 0.8

Next section:
SMILES | GRK2 inh | HCV core dimer | procasp7 counter | GASC-1 inh | VLA-4 inh | Fh CTSL1 inh | proCasp3 act | PP1 counter | PP5 primary
CCOc1ccc(-n2c(SCC(=O)NCc3ccco3)nnc2-c2c[nH]c3ccccc23)cc1 | 3 | 5 | -4 | 1 | 12 | -2 | -6 | -4 | -0.2
COC(=O)c1ccc(COc2cccc3c2CCN(Cc2ccccc2)C3=O)o1 | 0 | 12 | 5 | -8 | 6 | 5 | -3 | 0 | 4.2
N#Cc1ccc(NC(=O)c2cc(-c3cccs3)on2)cc1 | 0 | -1 | 5 | 3 | 5 | -2 | 3 | -3 | 0.5
Cc1nn(CC(=O)Nc2cccc(S(N)(=O)=O)c2)c(C)c1[N+](=O)[O-] | 3 | -1 | -13 | 5 | 12 | 2 | -1 | 2 | 0.6
COc1ccc2cc(-c3ccon3)ccc2c1 | 2 | 1 | 1 | 10 | -1 | -3 | 6 | 1 | 0.7
Cc1ccccc1NNC(N)=S | 0 | -15 | -1 | 2 | -9 | 3 | -6 | 1 | -1.1
NCCOc1ccc(C2CCCCC2)cc1 | 0 | -4 | 10 | -5 | 15 | 2 | 15 | 1 | 1.9
CCOC(=O)c1c(C)[nH]c(C)c1S(=O)(=O)N(C)CC(=O)NCc1ccc(C)cc1 | 0 | -1 | -5 | 15 | 2 | -4 | 0 | 0 | -1.1
O=C(c1ccco1)N1CCCSC1=Nc1ccccc1 | 1 | -3 | 7 | -12 | 32 | -3 | 1 | -1 | -1.4
O=C1CCN2C=Nc3cccc4ccc1c2c34 | 0 | -7 | -11 | 22 | 9 | 1 | -5 | -11 | -5.9

Some of the entries above, set out differently:
Each structure is followed by: GRK2 inh | HCV core dimer | procasp7 counter | GASC-1 inh | VLA-4 inh | Fh CTSL1 inh | proCasp3 act | PP1 counter | PP5 primary
Cc1ccccc1NNC(N)=S
    0 | -15 | -1 | 2 | -9 | 3 | -6 | 1 | -1.1
Cc1nn(CC(=O)Nc2cccc(S(N)(=O)=O)c2)c(C)c1[N+](=O)[O-]
    3 | -1 | -13 | 5 | 12 | 2 | -1 | 2 | 0.6

Continued.
SMILES | GRK2 inh | HCV core dimer | procasp7 counter | GASC-1 inh | VLA-4 inh | Fh CTSL1 inh | proCasp3 act | PP1 counter | PP5 primary
Cc1nn(CC(=O)NCc2ccccc2F)c(C)c1[N+](=O)[O-] | 1 | 3 | 10 | -12 | 1 | 0 | 5 | -6 | 0.9
CN(C)S(=O)(=O)c1cc(C(=O)NCc2ccccc2)c(Cl)cc1Cl | 4 | 3 | 0 | i | -4 | -4 | 6 | 0 | 0.0
Cn1c(SCC(=O)N/N=C/C=C\c2ccco2)nc2ccccc21 | 1 | 5 | 4 | -1 | -43 | 0 | 7 | 4 | 1.5
COc1ccc2[nH]c(=O)c(CN(Cc3nnnn3Cc3ccco3)C3CCCCC3)cc2c1 | 5 | 19 | -23 | -4 | 9 | 10 | -27 | 4 | 1.1
CCOc1ccccc1NC(=O)CCCc1nc2ccccc2c(=O)[nH]1 | 3 | -1 | 5 | 2 | 1 | -2 | 13 | -3 | -0.2
C=C1C[C@H](O[C@@H]2O[C@H](CO)[C@@H](O)[C@H](O)[C@H]2O)[C@@H]2[C@H](OC(=O)[C@H]2C)[C@H]2[C@H](C)[C@H](O)C[C@@H]12 | 0 | · | 9 | 3 | -1 | · | -2 | · | ·
Clc1cccc(Sc2ccc(-c3ccccn3)s2)c1 | 3 | 13 | 2 | -12 | 5 | -1 | 0 | 0 | 4.0
COc1ccc(NC(=S)NC(NC(=O)CCl)C(Cl)(Cl)Cl)c([N+](=O)[O-])c1 (centres undefined) | 3 | -2 | -8 | 0 | 29 | 8 | -1 | 2 | 0.5
CCn1c(SCc2cccc(F)c2)nc2c(c1=O)SCC2 | 1 | 8 | -10 | 5 | 3 | -5 | -15 | 4 | 1.8
Cc1cc(C)n2nc(C)c(-c3ccccc3)c2n1 | 0 | -2 | 2 | -30 | -18 | 2 | 0 | -4 | 2.2
